KOR beta-arrestin-1: kappa opioid receptor blockers – cell-based, luminescence, uHTS (AID 1778) | KOR beta-arrestin recruitment, luminescence, antagonist mode; higher % means a stronger effect | actives 0.091% (n = 290,000) | inhibition, % at 10 µM; hits with a dose series show IC50 in µM; in the data active means inhibition above about 50%; further: strong numbers were not always called active
T cell modulator: modulates CD8 T cell binding to vesicles; 2C CD8+ T cell-vesicle binding, flow cytometry; hits give low values; calls only at 7 µM; actives 0.068% (n = 330,000); AID 2052;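 active means response, share of CD8 T cells binding vesicles, and their 90th percentile fluorescence all below set limits, cut at about 80% in these data, passing the limit was not always enough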
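Assay system – 2C mouse CD8+ T cells · Also added – QL9-loaded Drosophila micro-vesicles · Timing – Cell–vesicle co-incubation 1.5 h at 37 °C, staining 20 min on ice · Signal – flow cytometry of vesicle-bound cells · Measure – percent CD8+ FL2 mean versus row control · Controls – Peptide-free naked vesicles (low) and QL9 vesicles with 0.7% DMSO vehicle (high)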
West Nile antiviral: inhibition of WNV-induced cytopathic effect – cell-based, CPE readout (AID 1621). West Nile virus-infected cells, CPE inhibition; higher % means a stronger effect. actives 0.02% (n = 290,000). one-dose CPE inhibition, % at 10 µM; IC50 in µM for titrated hits; in the data active means a potency from the dose series; further: strong numbers were not always called active
GPR55 LPI antagonism: inhibition of LPI-stimulated GPR55 beta-arrestin translocation – imaging, U2OS, beta-arrestin-GFP, LPI agonist, primary screen (AID 2013) | U2OS GPR55 beta-arrestin-GFP translocation imaging, LPI antagonism; higher % means a stronger effect | one-dose inhibition, % at 10 µM; IC50 in µM for titrated hits | actives 0.13% (n = 290,000);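 active means spots per cell inhibited over 60%, with over 100 cells counted and total cytoplasm intensity under 500,000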;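 further: U2OS cells stably carrying GPR55 and arrestin-GFP stimulated by 5 µM LPI near EC80; imaged beta-arrestin-GFP aggregate spots per cell after agonist stimulation; plate controls were LPI-stimulated DMSO wells for no effect and DMSO wells without LPI for full effect; some results filed as inactive read as strong as hits; confirmed hits need IC50 under 10 µM and bright autofluorescent wells are also inconclusive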
KOR beta-arrestin-2: kappa opioid receptor activators – cell-based, luminescence, uHTS, primary screen (AID 1777); KOR beta-arrestin recruitment, luminescence; higher % means a stronger effect; activation, % at 10 µM, or EC50 in µM where a hit was titrated; actives 0.02% (n = 280,000); in the data active means activation above about 50%, passing the limit was not always enough; further: a part of the inactive calls stands beside numbers as strong as those of hits
GPR35 arrestin U2OS: GPR35 antagonists blocking zaprinast-driven arrestin recruitment, primary screen, imaging, U2OS, beta-arrestin-GFP, zaprinast agonist (AID 2058); actives 0.052% (n = 290,000); U2OS GPR35 beta-arrestin-GFP translocation imaging, zaprinast antagonism; higher % means a stronger effect; inhibition, % at 10 µM, or IC50 in µM where a hit was titrated;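 active means inhibition of at least 50% with at least 30 cells and total cytoplasm GFP at most 10,000,000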
NTR1 agonist: agonists of NTR1, primary screen, imaging, U2OS cells, beta-arrestin-GFP, high content (AID 493036). P30989. NTR1-U2OS beta-arrestin-GFP spot imaging, agonist mode. activation, % at 20 µM. actives 0.17% (n = 330,000);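 active means activation at or above 40% of the spot to cytoplasm intensity ratio, with at least 20 cells analyzed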;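 further: 0% = DMSO without peptide and 100% = 100 nM NTR1 peptide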
Target sequence (P30989 whole entry, looked up): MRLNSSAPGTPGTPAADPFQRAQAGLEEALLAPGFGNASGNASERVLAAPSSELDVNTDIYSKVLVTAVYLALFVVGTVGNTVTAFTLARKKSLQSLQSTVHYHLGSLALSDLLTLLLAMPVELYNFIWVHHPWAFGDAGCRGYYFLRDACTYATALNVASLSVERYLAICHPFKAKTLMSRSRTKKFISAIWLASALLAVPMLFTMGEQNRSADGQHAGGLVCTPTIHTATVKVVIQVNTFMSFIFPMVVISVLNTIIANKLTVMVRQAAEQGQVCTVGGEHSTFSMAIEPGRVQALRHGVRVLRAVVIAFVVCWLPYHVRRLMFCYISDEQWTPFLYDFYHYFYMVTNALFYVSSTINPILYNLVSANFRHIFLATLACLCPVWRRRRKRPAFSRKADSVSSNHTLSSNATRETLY
PhoP inhibition: PhoP-dependent GFP reporter repression – Salmonella Typhimurium, primary screen (AID 1863); S. Typhimurium PhoP-regulated promoter GFP reporter, 4 h; higher % means a stronger effect; inhibition, % at 50 µM; hits with a dose series show IC50 in µM; actives 0.16% (n = 300,000);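 active means inhibition over 29.93%, a cutoff 3 SD above the screen mean, later confirmed by dose response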;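 further: 0% = low Mg2+ inducing control and 100% = high Mg2+ repressing control; strong numbers were not always called active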
GPR55 activation: selective activators of receptor GPR55 – imaging, U2OS cells, beta-arrestin-GFP redistribution, primary screen (AID 1961); activation, % at 10 µM; hits with a dose series show EC50 in µM; U2OS GPR55 beta-arrestin-GFP redistribution imaging; higher % means a stronger effect; actives 0.048% (n = 290,000);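 active means activation above 40% with more than 50 cells counted in the well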;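 further: U2OS osteosarcoma cells stably expressing GPR55 and beta-arrestin-GFP; plate controls were DMSO negative control for no effect and LPI positive control for full effect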
T cell modulator vesicle-bound %: further read-out of T cell modulator, marked with its call; double positive events, %; measured here: CD8+ vesicle-bound cell fraction;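 binding gate set so that unloaded-vesicle control wells show 10% double positive cells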
NTR1 agonist cell count 20 µM: recorded beside NTR1 agonist, whose call it bears; cell count; measured here: cell count, cytotoxicity flag
An asterisk follows results filed as active; i = inactive; nt = not tested or not shown; [ ] = dose if it differs, or a comment.

Molecule	KOR beta-arrestin-1	T cell modulator	T cell modulator vesicle-bound %	West Nile antiviral	GPR55 LPI antagonism	KOR beta-arrestin-2	GPR35 arrestin U2OS	NTR1 agonist	NTR1 agonist cell count 20 µM	PhoP inhibition	GPR55 activation
O=C(NCCF)C1Nc2ccc(OC(F)(F)F)cc2C2C=CCC12 (centres undefined)	nt	i	50	0.1%	nt	nt	nt	-0.8	95	0%	nt
O=S(=O)(c1ccccc1)C1(S(=O)(=O)c2ccccc2)CCCC1	18%	i	45	0.0%	-3%	-0.7%	4%	0.8	91	5%	0.0%
COc1ccc(C2=NN(C(=O)CSc3nc4ncc(Cl)cc4[nH]3)C(c3ccco3)C2)cc1 (centres undefined)	-8%	i	45	nt	17%	-9.5%	8%	3.8	51	0%	-0.4%
CCN(CC)Cc1c(O)ccc2c(=O)c(-c3ccc(Cl)cc3)coc12	8%[20 µM]	i	42	-0.6%	-5%	-4.3%	-17%	-0.5	64	-4%	-0.2%
COC(=O)c1ccc(COc2ccc3c4c(c(=O)oc3c2)CCC4)o1	-7%	i	24	0.3%	3%	18%	-4%	-1.8	80	-1%	0.4%
CCC(=O)N(Cc1ccc(C)cc1)Cc1cc2cc3c(cc2[nH]c1=O)OCO3	0%	i	12	0.0%	10%	2.1%	-13%	-0.7	59	-9%	-0.2%
O=C(CCSCc1ccc(Cl)cc1)NCc1cccs1	9%	i	18	-0.4%	28%	-3.9%	-9%	1.7	64	5%	0.9%
CCOc1ccc(/C=N/NC(=O)c2nnn(-c3nonc3N)c2CN2CCC(C)CC2)cc1	-41%	i	22	0.0%	-5%	7.3%	12%	4.4	52	-1%	2.1%
CC(=O)c1ccc(NC(=O)Cn2c3ccccc3c3nc(=O)cc(C)n32)cc1	10%	i	38	-0.5%	5%	4.7%	0%	0.8	56	-8%	-0.1%
COc1ccc(C(=O)O/N=C(\C)c2cnccn2)cc1	-11%	i	38	0.8%	2%	-5.2%	2%	1.0	57	2%	0.1%
CCOc1ncccc1C(=O)NC(C)CCc1ccccc1 (centres undefined)	8%	i	34	0.2%	10%	-0.4%	-11%	nt	nt	10%	0.0%
C/C(O)=C(\C#N)c1nc2ccccc2[nH]1	12%	i	20	0.1%	6%	91%	1%	-0.2	39	-5%	-0.1%
CN(CC(=O)Nc1ccccc1-c1ccccc1)Cc1ccccc1Cl	22%	i	52	-0.8%	21%	-0.9%	6%	12	28	-2%	-0.4%
COc1ccc(C(=O)Nc2ccc(NC(=O)c3cc(OC)c(OC)c(OC)c3)cn2)cc1	-2%	i	33	0.8%	-6%	3.7%	-7%	-0.2	56	7%	0.3%
COc1ccc(OC)c(/C=N/NC(=O)c2[nH]nc3c2CCc2ccccc2-3)c1	1%	i	57	-0.1%	1%	-3.8%	-2%	5.0	94	-3%	-0.5%

More compounds follow.
Molecule	KOR beta-arrestin-1	T cell modulator	T cell modulator vesicle-bound %	West Nile antiviral	GPR55 LPI antagonism	KOR beta-arrestin-2	GPR35 arrestin U2OS	NTR1 agonist	NTR1 agonist cell count 20 µM	PhoP inhibition	GPR55 activation
CCOc1cc(CNc2ncnc3nc[nH]c23)ccc1OC	10%	i	41	-0.1%	-1%	-4.0%	-14%	-0.8	62	11%	-0.2%
COC(=O)C1CN(C(=O)COc2ccc(Cl)cc2C)c2ccccc2O1 (centres undefined)	3%	i	19	0.9%	-10%	-1.4%	1%	0.7	92	2%	0.8%
Cc1c(CN2CCC(C(=O)Nc3ccc(Oc4ccccc4)nc3)CC2)cnn1C	1%	i	29	0.0%	10%	-4.7%	22%	0.4	63	-3%	0.6%
CC(C)(C)N1CC2([N+](=O)[O-])CN(C(C)(C)C)CC([N+](=O)[O-])(C1)C2	-2%	i	43	-0.1%	-6%	1.6%	4%	3.4	70	3%	-0.1%
CCn1c(SCc2nc(-c3cccs3)no2)nnc1-c1c[nH]c2ccccc12	43%	i	44	0.0%	8%	-1.1%	7%	2.3	30	4%	0.2%
O=C(NCc1ccco1)c1nc2c(nnn2Cc2cccc(Cl)c2)c(=O)[nH]1	-18%	i	42	1.0%	7%	2.8%	2%	1.3	55	-21%	-0.2%
O=C(Nc1nc2ccsc2c(=O)s1)c1ccco1	30%	i	56	0.4%	13%	0.1%	6%	1.9	43	-2%	-0.1%
Cc1ccc(-c2ccccc2NC(=O)CS(=O)CC(=O)Nc2ccc(C)c(Cl)c2)o1 (centres undefined)	-16%	i	39	0.2%	0%	-4.7%	-9%	14	44	-9%	-0.1%
O=C(CC(NC(=O)c1ccccc1)c1ccccc1)Nc1ccc(F)c(F)c1 (centres undefined)	-37%[20 µM]	i	55	-1.6%	-8%	0.5%	-16%	2.9	55	7%	0.2%
Cc1ccc(/C=N/NC(=O)c2c(-c3ccccc3)noc2C)o1	37%	i	45	-0.5%	0%	-3.4%	-6%	-0.9	41	4%	-0.1%
CC(C)(C)c1ccc(/C=C(\C#N)C(=O)Nc2ccccn2)cc1	-1%	i	32	-0.3%	5%	1.3%	-7%	1.3	90	5%	0.4%
COc1ccccc1N1CCN(CCCNC(=O)Cn2ncc3c([nH]c4ccccc43)c2=O)CC1	-36%	i	10	0.3%	-5%	2.8%	5%	-0.1	68	0%	-0.1%
C/C=C/C(=O)OCC(=O)Nc1ccc(OC)c(OC)c1	-33%	i	25	0.6%	5%	6.1%	0%	-0.7	53	-7%	0.2%
CCCCn1c(=O)n(CC(O)c2ccccc2)c(=O)c2c1ncn2C1CCCC1 (centres undefined)	-19%	i	36	1.4%	11%	4.2%	-23%	-0.2	83	-3%	-0.1%
COc1ccnc(-n2cccc2C=O)c1C#N	21%	i	57	0.2%	10%	-3.0%	6%	-1.0	27	-8%	0.2%

(further entries)
Molecule	KOR beta-arrestin-1	T cell modulator	T cell modulator vesicle-bound %	West Nile antiviral	GPR55 LPI antagonism	KOR beta-arrestin-2	GPR35 arrestin U2OS	NTR1 agonist	NTR1 agonist cell count 20 µM	PhoP inhibition	GPR55 activation
CC(C)NC(=S)N/N=C/c1ccc(C(C)(C)C)cc1	-3%	i	58	-0.3%	11%	-3.1%	-15%	11	53	10%	-0.3%
O=C(CS(=O)(=O)c1cn(Cc2ccc(Cl)cc2)c2ccccc12)N1CCOCC1	-2%	i	21	-0.5%	9%	-1.1%	16%	-1.7	88	8%	0.6%
COc1ccc(C)cc1S(=O)(=O)N1CCN(C(=O)c2ncoc2-c2ccc(F)cc2)CC1	-26%	i	19	-0.3%	4%	-4.4%	6%	0.2	61	-1%	-0.1%
Cc1ccccc1Nc1nnc(SCC(=O)Nc2ccccc2[N+](=O)[O-])s1	26%	i	4	-0.6%	-1%	-2.0%	26%	0.6	78	5%	-0.2%
Cc1noc(C)c1NC(=O)NCCN1CCN(Cc2ccccc2)CC1	0%	i	31	0.1%	-10%	4.5%	12%	1.1	56	-7%	-0.2%
C/C(Cn1cnc([N+](=O)[O-])n1)=N/NC(=O)COc1ccccc1Cl	-23%	i	46	-0.1%	4%	9.4%	10%	-1.3	82	-3%	-0.1%
CC(C)(CO)CNC(=O)CCc1nnc(-c2ccc(-c3ccccc3)cc2)o1	-17%	i	55	-1.1%	-23%	0.5%	9%	0.0	58	0%	0.3%
Cc1nc(-c2ccc(NC(=O)Cc3ccccc3)cc2)cs1	-29%	i	56	-0.2%	-15%	6.1%	-9%	-1.2	102	0%	0.0%
CC1C(=O)NC(=O)C1c1ccccc1 (centres undefined)	7%	i	18	0.2%	-21%	2.9%	-12%	-0.2	51	-13%	0.0%
O=C(CCCCCn1c(=S)[nH]c2ccc(N3CCOCC3)cc2c1=O)NCCc1ccccc1	33%	i	11	-1.1%	11%	19%	-4%	3.2	67	-11%	-0.2%
CCn1c(SCC(=O)Nc2cccc(OC)c2)nc2ccccc2c1=O	1%	i	49	-1.5%	9%	-6.6%	-6%	1.1	70	17%	-0.2%
FC(F)(F)c1nc(N2CCN(c3ccccc3)CC2)nc2c1CCCCC2	-17%	i	59	-0.6%	15%	2.2%	7%	0.4	87	9%	-0.1%
COc1ccc(C(=O)N/C(=C\c2ccc([N+](=O)[O-])cc2)C(=O)NC(CCSC)C(=O)O)cc1 (centres undefined)	34%	i	49	nt	10%	-1.4%	2%	-0.6	81	5%	-0.4%
CCOc1ccc(C(=O)NC(=S)N(Cc2ccccc2)Cc2ccccc2)cc1	-27%	i	35	-0.1%	9%	3.2%	11%	nt	nt	2%	-0.1%
O=C(CNC(=O)COc1ccccc1)NCc1cccnc1	-6%	i	16	1.7%	14%	-0.7%	1%	0.7	52	1%	-0.1%
Cc1ccc(NC(=O)c2ccc(OC(=O)COc3cccc(Cl)c3)cc2)cc1	14%	i	60	1.3%	10%	-4.8%	-9%	-1.6	52	-5%	0.1%
Cc1ccc(S(=O)(=O)Cn2nnnc2C(CC(C)C)N2CCN(c3ccc(F)cc3)CC2)cc1 (centres undefined)	14%	i	45	-0.3%	11%	-0.9%	-5%	0.2	83	-8%	0.8%
C/C(=N\Nc1ccccc1)c1cccc(N)c1	-10%	i	54	-0.8%	14%	0.1%	13%	2.1	48	3%	-0.2%

Some of the entries above in a different format.
Order of results: KOR beta-arrestin-1	T cell modulator	T cell modulator vesicle-bound %	West Nile antiviral	GPR55 LPI antagonism	KOR beta-arrestin-2	GPR35 arrestin U2OS	NTR1 agonist	NTR1 agonist cell count 20 µM	PhoP inhibition	GPR55 activation
- Cc1nc(-c2ccc(NC(=O)Cc3ccccc3)cc2)cs1
 : -29%	i	56	-0.2%	-15%	6.1%	-9%	-1.2	102	0%	0.0%
- CC1C(=O)NC(=O)C1c1ccccc1 (centres undefined)
 : 7%	i	18	0.2%	-21%	2.9%	-12%	-0.2	51	-13%	0.0%
- O=C(CCCCCn1c(=S)[nH]c2ccc(N3CCOCC3)cc2c1=O)NCCc1ccccc1
 : 33%	i	11	-1.1%	11%	19%	-4%	3.2	67	-11%	-0.2%

An excerpt from above in order of length of the SMILES, high to low.
Molecule	KOR beta-arrestin-1	T cell modulator	T cell modulator vesicle-bound %	West Nile antiviral	GPR55 LPI antagonism	KOR beta-arrestin-2	GPR35 arrestin U2OS	NTR1 agonist	NTR1 agonist cell count 20 µM	PhoP inhibition	GPR55 activation
Cc1ccc(S(=O)(=O)Cn2nnnc2C(CC(C)C)N2CCN(c3ccc(F)cc3)CC2)cc1 (centres undefined)	14%	i	45	-0.3%	11%	-0.9%	-5%	0.2	83	-8%	0.8%
O=C(CS(=O)(=O)c1cn(Cc2ccc(Cl)cc2)c2ccccc12)N1CCOCC1	-2%	i	21	-0.5%	9%	-1.1%	16%	-1.7	88	8%	0.6%
Cc1noc(C)c1NC(=O)NCCN1CCN(Cc2ccccc2)CC1	0%	i	31	0.1%	-10%	4.5%	12%	1.1	56	-7%	-0.2%

Screening data: PubChem, several laboratories
